Source: PubChem (National Center for Advancing Translational Sciences (NCATS))
Pol kappa inh = qHTS for Inhibitors of Polymerase Kappa. DNA polymerase kappa (Homo sapiens), Q9UBT6. purified Pol kappa, fluorescent DNA synthesis assay, 10 min. Potency, µM (doses to about 107 µM), for inactives: top-dose activity, negative = inhibition, usual class: inhibitors. 400,000 tested, 0.53% active. AID 588579, 2011; note: potency is the fitted concentration of half-maximal effect; % is set by controls: 0 for no effect and ±100 for the full control effect
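10 nM Pol kappa was preincubated with compounds for 15 min at room temperature. Reaction started with 50 nM (final) substrate. Fluorescence read kinetically at 0 and 10 min.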
BLM inh = qHTS Assay for Inhibitors of Bloom's syndrome helicase (BLM); RecQ-like DNA helicase BLM (Homo sapiens), P54132; 350,000 tested, 0.2% active; Potency, µM (highest dose often 56.1 µM), inactives show at the highest dose activity change, negative = inhibition, usual class: inhibitors; recombinant BLM DNA unwinding, fluorescence dequenching;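 note: potency is the fitted concentration of half-maximal effect; plate controls were vehicle for no effect and no enzyme for full effect; nearly all actives have a fitted effect of over 35% in size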
RXFP1 antagonist = qHTS Assay for Antagonists of the Relaxin Receptor RXFP1 | Relaxin receptor 1 (Homo sapiens), Q9HBX9 | HEK293-RXFP1, relaxin-stimulated cAMP HTRF, 30 min; stronger effect = lower value | activity change, negative = inhibition, % at 57.5 µM | 350,000 tested, 0.59% active | AID 1259400, 2018;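 active = activity change of -60% or lower, but not beyond a set lower limit; inconclusive = change between -60% and -40%, or beyond the set limit; inactive = change above -40%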; note: % is set by controls: 0 for no effect and ±100 for the full control effect
Pol eta inh = qHTS for Inhibitors of Polymerase Eta; Potency, µM (top dose mostly 114 µM), for inactives: at the highest dose activity change, negative = inhibition, actives largely listed as inhibitors; 390,000 tested, 1.2% active; DNA polymerase eta (Homo sapiens), Q9Y253; recombinant Pol eta, fluorescent DNA replication assay; note: potency is the fitted concentration of half-maximal effect; % is set by controls: 0 for no effect and ±100 for the full control effect
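Fluorescent replication assay: 50 nM final substrate added after a 15 min room-temperature compound preincubation with 10 nM enzyme. Signal taken at 0 min and again at 10 min.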
APE1 inh = qHTS Assay for Inhibitors of the Human Apurinic/apyrimidinic Endonuclease 1 (APE1); DNA repair nuclease/redox regulator APEX1 (Homo sapiens), P27695; recombinant APE1, TAMRA/BHQ-2 abasic DNA cleavage fluorescence; Potency, µM (series often up to 65.8 µM), for inactives: at the highest dose activity change, negative = inhibition, hits mostly inhibitors; 350,000 tested, 0.35% active; AID 2517, 2012;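 note: potency is the fitted concentration of half-maximal effect; plate controls were vehicle for no effect and reference inhibitor for full effect; nearly all actives have a fitted effect of over 55% in size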
Target sequence (P27695 whole entry, looked up): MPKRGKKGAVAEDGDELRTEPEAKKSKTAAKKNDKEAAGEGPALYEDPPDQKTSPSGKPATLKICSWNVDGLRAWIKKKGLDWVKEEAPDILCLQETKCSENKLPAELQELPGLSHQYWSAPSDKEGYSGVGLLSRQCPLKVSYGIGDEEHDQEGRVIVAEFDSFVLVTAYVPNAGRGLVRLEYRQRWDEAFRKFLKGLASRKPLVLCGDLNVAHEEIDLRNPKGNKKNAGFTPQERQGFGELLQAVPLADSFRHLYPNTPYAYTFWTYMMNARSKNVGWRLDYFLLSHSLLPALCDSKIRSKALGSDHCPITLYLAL
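Measures dequenching upon AP-site incision of a 5'-TAMRA/3'-BHQ-2 THF-containing duplex, 50 nM; human APE1 0.75 nM after 15 min room-temperature exposure to compound; kinetic three-point read at one-minute spacing.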
Tb PGK inh = qHTS Assay to Find Inhibitors of Phosphoglycerate Kinase. 380,000 tested, 0.043% active. Phosphoglycerate kinase, glycosomal (Trypanosoma brucei brucei), P07378. PGK/GAPDH coupled, Kinase-Glo luminescence, 60 min. Potency, µM (highest dose often 57.5 µM), for inactives: top-dose activity change, negative = inhibition, hits mostly inhibitors; note: potency is the fitted concentration of half-maximal effect; % is set by controls: 0 for no effect and ±100 for the full control effect; nearly all actives have a fitted effect of over 60% in size
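Luminescent ATP detection (Kinase-Glo Plus) follows a 60-minute room-temperature incubation, with wells lacking PGK as controls. Buffer: 100 mM TEA (pH 7.6), 5 mM MgCl2, 0.01% Tween-20. Coupling enzyme GAPDH (100 nM final) supplies unstable 1,3-BPG in-well.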
Apoferritin bind = qHTS Assay for Identification of Novel General Anesthetics | 350,000 tested, 0.074% active | Ferritin light chain (Equus caballus), P02791 | Potency, µM (highest dose often 77.5 µM), for the others: top-dose activity change, negative = displacement, usual class: inhibitors | apoferritin/1-aminoanthracene competitive binding, fluorescence; note: potency is the fitted concentration of half-maximal effect; % is set by controls: 0 for no effect and ±100 for the full control effect; nearly all actives have a fitted effect of over 20% in size
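Read-out: endpoint 1-AMA fluorescence, excitation 380 nm and emission 535 nm, after compounds sit 10 min at room temperature with 10 uM horse-spleen apoferritin in 50% saturated 1-AMA/PBS. Values come from four-parameter Hill fits.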
Pol beta inh = qHTS Assay for Inhibitors of DNA Polymerase Beta; P06746; Pol beta primer extension/strand displacement, fluorescence kinetic; Potency, µM (top dose mostly 114 µM), without a hit: at the top dose activity change, negative = inhibition, actives largely listed as inhibitors; 340,000 tested, 1.3% active; AID 485314, 2010; note: potency is the fitted concentration of half-maximal effect; % is set by controls: 0 for no effect and ±100 for the full control effect
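Enzyme-only controls used 10 nM Pol beta; buffer lacking enzyme served as negative control. Compound preincubated 15 min, then 50 nM substrate added; 0 and 10 min reads at room temperature.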
Pol iota inh = qHTS for Inhibitors of Polymerase Iota. DNA polymerase iota (Homo sapiens), Q9UNA4. Pol iota fluorescent replication assay, 10 min. Potency, µM (top dose mostly 115 µM), without a hit: at the highest dose activity, negative = inhibition, most hits filed as inhibitors. 390,000 tested, 1% active. AID 588590, 2011; note: potency is the fitted concentration of half-maximal effect
Target sequence (Q9UNA4 whole entry, looked up): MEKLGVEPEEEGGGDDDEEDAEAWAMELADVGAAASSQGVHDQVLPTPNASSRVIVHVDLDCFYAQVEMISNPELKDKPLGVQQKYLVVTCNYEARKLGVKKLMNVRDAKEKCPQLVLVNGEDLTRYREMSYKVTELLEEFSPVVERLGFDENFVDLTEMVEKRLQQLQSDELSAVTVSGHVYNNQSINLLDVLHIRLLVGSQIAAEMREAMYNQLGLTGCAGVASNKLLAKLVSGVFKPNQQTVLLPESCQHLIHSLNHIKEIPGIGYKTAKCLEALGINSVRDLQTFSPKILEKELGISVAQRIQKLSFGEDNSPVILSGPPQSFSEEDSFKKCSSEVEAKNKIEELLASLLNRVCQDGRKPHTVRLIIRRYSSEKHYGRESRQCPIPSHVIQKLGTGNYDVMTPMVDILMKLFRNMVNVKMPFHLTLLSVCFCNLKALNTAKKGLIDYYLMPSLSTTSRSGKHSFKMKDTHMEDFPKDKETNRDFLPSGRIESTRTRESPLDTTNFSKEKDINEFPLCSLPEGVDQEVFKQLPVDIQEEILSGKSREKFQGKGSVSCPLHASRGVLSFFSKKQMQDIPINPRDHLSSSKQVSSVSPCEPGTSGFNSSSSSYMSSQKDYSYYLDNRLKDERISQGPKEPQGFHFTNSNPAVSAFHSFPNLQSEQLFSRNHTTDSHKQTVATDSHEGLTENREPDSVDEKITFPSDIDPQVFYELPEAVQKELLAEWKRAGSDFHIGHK
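Pol iota at 10 nM preincubated 15 min with compounds at room temperature; reaction started with fluorescent substrate, 50 nM final. Fluorescence read kinetically at 0 and 10 min; buffer-only wells as negative control.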
* hit, by the source's call; [ ] = remark or other dose. Unless noted, calls come from the whole dose curve; as a rule, active = well fitted curve in the direction sought with a large enough effect; inconclusive = small, poorly fitted or top-dose-only effect, or another doubt; inactive = no such curve, though single readings can be large; an effect the other way counts as inactive or inconclusive. An excerpt; rates above refer to the full screens.

`NCCCn1c(C(=O)c2ccc(Cl)cc2)c2ccc([N+](=O)[O-])cc2[n+]1[O-]` gave Pol kappa inh -5%, Pol eta inh -15%, APE1 inh -10%, Tb PGK inh -3% and Pol iota inh 10%.
For Cc1cc(NC(=O)c2ccc3c(c2)C(=O)N(CCC(C)C)C3=O)no1 the results were Pol kappa inh 5%, BLM inh 5%, RXFP1 antagonist 10, Pol eta inh -10%, APE1 inh 6%, Tb PGK inh -1%, Apoferritin bind -11%, Pol beta inh 43% and Pol iota inh -10%.
Cc1ccc(Cl)cc1NC(=O)COC(=O)CC(C)(C)CC1=NS(=O)(=O)c2ccccc2N1 was read as Pol kappa inh -14%[60.1 µM], BLM inh -3%, Pol eta inh -20%, Tb PGK inh 3%, Apoferritin bind -5%, Pol beta inh 3% and Pol iota inh 13%.
`O=C(Nc1ccc(Cl)cc1)C1C2C=CC3(O2)C1C(=O)N(CCN1CCCCC1)C3C(=O)NC1CCCCC1` (stereo not given) gave Pol kappa inh -2%, BLM inh -3%, RXFP1 antagonist -19, Pol eta inh -19%, APE1 inh 17%, Tb PGK inh -9%, Apoferritin bind 5%, Pol beta inh 39% and Pol iota inh 48%[activator].
`O=C(CSc1nc(-c2ccco2)cc(C(F)(F)F)n1)Nc1ccc(C(=O)N2CCCCC2)cc1` gave Pol kappa inh 1%, BLM inh -5%, Pol eta inh -19%, APE1 inh inconclusive, Tb PGK inh inactive, Apoferritin bind -7%, Pol beta inh -14% and Pol iota inh 24%.
CC(C)c1onc(C(=O)NC(C)c2ccccc2)c1[N+](=O)[O-] (stereo not given) was read as Pol kappa inh 1%, BLM inh 1%, RXFP1 antagonist 2, Pol eta inh -12%, APE1 inh -6%, Tb PGK inh 2%, Apoferritin bind -8%, Pol beta inh 1% and Pol iota inh 1%.
`Cc1cc2nn(-c3ccc(F)cc3)nc2cc1NC(=O)c1cccc([N+](=O)[O-])c1C` gave Pol kappa inh 7%, BLM inh -4%, Pol eta inh -16%, Tb PGK inh -2%, Apoferritin bind -5%, Pol beta inh 7% and Pol iota inh 33%[activator].
For CC(NCC(O)COCc1cccs1)C1CC2CCC1C2 (stereo not given) the results were Pol kappa inh -2%, BLM inh -2%, RXFP1 antagonist -11, Pol eta inh -14%, APE1 inh -3%, Tb PGK inh 4%, Apoferritin bind -17%, Pol beta inh 12% and Pol iota inh 15%.
For CCOc1ccc(/C=N/NC(=O)c2[nH]ncc2Br)c(O)c1 the results were Pol kappa inh -1%, BLM inh -4%, RXFP1 antagonist -11, Pol eta inh -7%, APE1 inh 10%, Tb PGK inh inconclusive, Apoferritin bind -9%, Pol beta inh 23% and Pol iota inh 21%.
`CC1CCc2cc(F)ccc2N1C(=O)CSc1nnc2c(n1)[nH]c1ccccc12` (stereo not given) gave Pol kappa inh -10%, BLM inh -2%, RXFP1 antagonist -62*, Pol eta inh -13%, APE1 inh 2%, Tb PGK inh 3%, Apoferritin bind -12%, Pol beta inh -7% and Pol iota inh 77%[activator].
COc1cccc(NC(=O)N2CCCC(C(=O)NC3CCCCC3C)C2)c1 (stereo not given) was read as Pol kappa inh 5%, BLM inh -5%, RXFP1 antagonist -23, Pol eta inh -8%, APE1 inh 25%, Tb PGK inh -5%, Apoferritin bind -6%, Pol beta inh 30% and Pol iota inh 10%.
For CC(=O)c1ccc(NS(=O)(=O)c2ccc(N/C=C/C(=O)c3ccc(F)cc3)cc2)cc1 the results were Pol kappa inh -3%, BLM inh -6%, RXFP1 antagonist 7, Pol eta inh -15%, APE1 inh -11%, Tb PGK inh 0%, Apoferritin bind 8%, Pol beta inh 10% and Pol iota inh 5%.
`O=C(O)c1ccc(/C=N/NC(=O)c2cc(-c3ccc4c5c(cccc35)CC4)n[nH]2)cc1` gave Pol kappa inh inconclusive, BLM inh -19%, RXFP1 antagonist -28, Pol eta inh 25µM*, APE1 inh -10%, Tb PGK inh inconclusive, Apoferritin bind -5%, Pol beta inh 28µM* and Pol iota inh inconclusive.
CC(=O)NC(CCCCNC(=S)NC1CCCCC1)C(=O)O (stereo not given) was read as Pol kappa inh 3%, BLM inh 2%, RXFP1 antagonist -7, Pol eta inh -23%, APE1 inh -1%, Tb PGK inh -3%, Apoferritin bind -1%, Pol beta inh 0% and Pol iota inh 21%.
For CCC(C(=O)NC1CCCCCC1)n1nc(C)n2c(cc3occc32)c1=O (stereo not given) the results were Pol kappa inh -3%, BLM inh -2%, RXFP1 antagonist -10, Pol eta inh -12%, APE1 inh -12%, Tb PGK inh -11%, Apoferritin bind -7%, Pol beta inh 12% and Pol iota inh 29%.
For O=C(COc1ccc2c3c(c(=O)oc2c1)CCC3)Nc1ccc(CN2CCOCC2)cc1 the results were Pol kappa inh 15%, BLM inh -2%, RXFP1 antagonist 1, Pol eta inh -29%, APE1 inh -13%, Tb PGK inh -7%, Apoferritin bind -20%, Pol beta inh 1% and Pol iota inh -8%.
Screening COc1ccccc1C(CNC(=O)c1cccc(S(=O)(=O)Nc2ccc(C)cc2)c1)N(C)C (stereo not given) returned Pol kappa inh -10%, BLM inh 0%, RXFP1 antagonist -6, Pol eta inh -14%, APE1 inh 2%, Tb PGK inh 0%, Apoferritin bind -8%, Pol beta inh 6% and Pol iota inh 14%.
`CO/N=C1\CN(c2nc3c(cc2F)c(=O)c(C(=O)O)cn3C2CC2)CC1CN` (stereo not given) gave Pol kappa inh inconclusive, BLM inh 41%[activator], RXFP1 antagonist -18, APE1 inh 3% and Apoferritin bind -4%.
Cc1cc(SCC(=O)OCC(=O)c2c(N)n(C)c(=O)n(C)c2=O)c(C)cc1Br was read as Pol kappa inh -16%, BLM inh -6%, RXFP1 antagonist -15, Pol eta inh -15%, APE1 inh 4%, Tb PGK inh -6%, Apoferritin bind -6%, Pol beta inh 0% and Pol iota inh 149%[activator].
For Cc1[nH][nH]c(=O)c1C the results were Pol kappa inh 7%, Pol eta inh -7%, APE1 inh 25%, Tb PGK inh -4% and Pol iota inh 17%.
For O=C(COc1ccc(F)cc1)Nc1ccc2nc(SCC(=O)N3CCOCC3)sc2c1 the results were Pol kappa inh -15%, BLM inh -1%, RXFP1 antagonist inconclusive, Pol eta inh -10%, Tb PGK inh 16%, Apoferritin bind 52%[activator], Pol beta inh 8% and Pol iota inh 16%.
Screening Cc1ccccc1NC(=S)NC1(C)CCS(=O)(=O)C1 (stereo not given) returned Pol kappa inh -9%, BLM inh -3%, RXFP1 antagonist -8, Pol eta inh -2%, APE1 inh -2%, Tb PGK inh inactive, Apoferritin bind 0%, Pol beta inh -11% and Pol iota inh 13%.
CCC(C(=O)Nc1ccccc1Cl)n1nc(C)c2c(C)n(-c3ccccc3)nc2c1=O (stereo not given) was read as Pol kappa inh -20%, BLM inh -1%, RXFP1 antagonist 1, Pol eta inh -21%, APE1 inh 29%, Tb PGK inh 5%, Apoferritin bind -9%, Pol beta inh 6% and Pol iota inh 36%[activator].
`Cc1ccc(C)c(Cn2c3ccccc3c3cnn(CC(=O)NCC(C)c4ccccc4)c(=O)c32)c1` (stereo not given) gave Pol kappa inh 3%, BLM inh 3%, RXFP1 antagonist 0, Pol eta inh -5%, Tb PGK inh -2%, Apoferritin bind 4%, Pol beta inh 11% and Pol iota inh inconclusive.
Cc1cc(NC(=O)CN2C(=O)NC(C)(CCc3ccccc3)C2=O)no1 (stereo not given) was read as Pol kappa inh -11%, BLM inh -3%, RXFP1 antagonist 3, Pol eta inh 2%, APE1 inh -1%, Tb PGK inh -3%, Apoferritin bind -8%, Pol beta inh 0% and Pol iota inh -2%.
Screening Cc1ccc(S(=O)(=O)N(C)c2ccc(OCC(=O)OCc3cccc(Br)c3)cc2)cc1 returned Pol kappa inh -18%, RXFP1 antagonist -10, Pol eta inh -14%, Tb PGK inh -10% and Pol iota inh -3%.
COc1ccc(Cl)cc1N1CC(c2nc3ccccc3[nH]2)CC1=O (stereo not given) was read as Pol kappa inh 6%, BLM inh 4%, Pol eta inh -21%, APE1 inh 11%, Tb PGK inh -6%, Apoferritin bind 4%, Pol beta inh 34% and Pol iota inh 5%.
Screening O=S(=O)(c1ccc(OCC(O)CN2CCC(Cc3ccccc3)CC2)cc1)N1CCOCC1 (stereo not given) returned Pol kappa inh -5%, BLM inh 0%, RXFP1 antagonist -12, Pol eta inh 0%, APE1 inh -4%, Tb PGK inh -9%, Apoferritin bind -6%, Pol beta inh inconclusive and Pol iota inh 28%.
COc1cc(OC)nc(Oc2ccccc2C(=O)Oc2ccc(Cl)cc2)n1 was read as Pol kappa inh -10%, BLM inh -7%, Pol eta inh -22%, APE1 inh -4%, Tb PGK inh -3%, Apoferritin bind -9%, Pol beta inh 17% and Pol iota inh 7%.

3 compounds from above, sorted by molecular weight, rising.
Cc1cc(NC(=O)CN2C(=O)NC(C)(CCc3ccccc3)C2=O)no1 (stereo not given) was read as Pol kappa inh -11%, BLM inh -3%, RXFP1 antagonist 3, Pol eta inh 2%, APE1 inh -1%, Tb PGK inh -3%, Apoferritin bind -8%, Pol beta inh 0% and Pol iota inh -2%.
Screening O=S(=O)(c1ccc(OCC(O)CN2CCC(Cc3ccccc3)CC2)cc1)N1CCOCC1 (stereo not given) returned Pol kappa inh -5%, BLM inh 0%, RXFP1 antagonist -12, Pol eta inh 0%, APE1 inh -4%, Tb PGK inh -9%, Apoferritin bind -6%, Pol beta inh inconclusive and Pol iota inh 28%.
Screening Cc1ccc(S(=O)(=O)N(C)c2ccc(OCC(=O)OCc3cccc(Br)c3)cc2)cc1 returned Pol kappa inh -18%, RXFP1 antagonist -10, Pol eta inh -14%, Tb PGK inh -10% and Pol iota inh -3%.
